TDP1 cell CPT: DT40-hTDP1 cell growth loss with CPT. Potency, µM (titrated, usually from 46.2 µM), for inactives: top-dose activity change, negative = growth inhibition, most hits filed as inhibitors. 420,000 tested, 12% active. chicken DT40 Tdp1-/-;hTDP1 cells + 20 nM CPT, ATP luminescence, 48 h; further: nearly all actives have a fitted effect of over 55% in size
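Cell growth measured by CellTiter-Glo luminescence after a minimum 48 h, 37 C compound exposure with 20 nM CPT in Tdp1-knockout DT40 cells stably expressing hTDP1, seeded 400/well; qHTS titration format.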
FEN1 inh: inhibitors of human flap endonuclease 1; Potency, µM (series often up to 114 µM), inactives show at the highest dose activity change, negative = inhibition, actives largely listed as inhibitors; Recombinant FEN1 flap cleavage, fluorescence, 15 min; P39748; 390,000 tested, 0.35% active; further: nearly all actives have a fitted effect of over 65% in size
Target sequence (P39748 whole entry, looked up): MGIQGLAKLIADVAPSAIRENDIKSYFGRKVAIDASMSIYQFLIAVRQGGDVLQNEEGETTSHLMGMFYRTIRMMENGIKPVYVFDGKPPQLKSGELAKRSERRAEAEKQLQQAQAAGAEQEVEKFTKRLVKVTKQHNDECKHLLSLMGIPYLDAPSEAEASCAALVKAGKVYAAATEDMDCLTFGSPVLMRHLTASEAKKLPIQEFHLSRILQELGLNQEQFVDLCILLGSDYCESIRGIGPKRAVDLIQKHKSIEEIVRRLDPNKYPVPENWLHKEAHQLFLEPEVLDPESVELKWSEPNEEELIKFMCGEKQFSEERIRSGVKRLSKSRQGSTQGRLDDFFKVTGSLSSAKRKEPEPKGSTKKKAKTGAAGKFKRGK
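With each library titrated from low to high concentration, compounds met 10 nM FEN1 for 15 min at room temperature before 50 nM substrate was added; readings at 0 and 15 min fed four-parameter Hill curve fits.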
N370S GC mod: inhibits or activates N370S mutant glucocerebrosidase. N370S GC spleen homogenate, 4MU-glucoside fluorescence. Potency, µM (highest dose often 59.4 µM), for the others: at the highest dose activity change, negative = inhibition, hits mostly inhibitors. 330,000 tested, 0.092% active;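 further: 0% = full enzyme activity and -100% = no enzyme basal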
Numbers without * were called inactive; ? = inconclusive; / = not tested or not shown; & = joins results of further samples; ! = repeats disagree; [ ] = another dose, or the depositor's remark. The call rests on the fitted dose curve; in most records, active means well fitted curve in the direction sought with a large enough effect; inconclusive means small, poorly fitted or top-dose-only effect, or another doubt; inactive means no such curve, though single readings can be large; an effect the other way counts as inactive or inconclusive. Unless noted, on the % scale 0 is the no-effect control and ±100 the full control effect; potency means the concentration at half of the fitted maximal effect. An excerpt, so the mix of outcomes need not match the whole.

SMILES	TDP1 cell CPT	FEN1 inh	N370S GC mod
CCOP(=O)(OCC)c1nc(-c2ccc(C)cc2)oc1N1CCOCC1	-19%	2%	/
CCc1ccccc1Nc1ncnc2c1nc1n2CCCC1	-14%	-4%	/
Cc1cc(=O)oc2cc(OCC(=O)Nc3ccc(N4CCC(C)CC4)cc3)ccc12	?	-2%	3%
O=C(CSc1nnc(-c2ccccc2Br)o1)N1CCN(C(=O)c2ccco2)CC1	?	-6%	8%
COc1ccc(C(=O)Nc2cc(C(F)(F)F)ccc2-n2cncn2)cc1	0%	-5%	8%
Cc1cccc(NS(=O)(=O)c2ccc3nc(-c4ccccc4)[nH]c3c2)c1C	16µM*	15%&-8%	-3%
O=C1CCCN1CC(O)CS(=O)(=O)c1ccc(Cl)cc1 (configuration not stated)	-3%	0%	26%
CCOc1ccc(NC(=O)C(C)NC(=O)c2ccccc2Cl)cc1S(=O)(=O)N1CCCC1 (configuration not stated)	-16%	-5%	/
CCCCn1c(N)c(N(CC(C)C)C(=O)c2cc3c(s2)CCC3)c(=O)[nH]c1=O	-8%	2%	-21%
COc1cccc(/C=N/NC(=O)c2cnccn2)c1O	?	2%	0%
Oc1ccccc1-c1nc(/C=C/c2ccc(F)cc2)no1	?	-1%	/
Cc1ccccc1N(CC(=O)Nc1ccc(S(=O)(=O)N2CCOCC2)cc1)S(C)(=O)=O	0%	6%	-6%
CCC(CC)c1nnc(NC(=O)Cc2ccccc2[N+](=O)[O-])s1	5%	2%	-5%
CC(=O)Nc1ccc(S(=O)(=O)N(C)CC(=O)N/N=C/c2cccc(O)c2)cc1	7%	3%	-7%
O=C1NC[C@@H](c2ccccc2)OC(=O)[C@H](Cc2ccc(F)cc2)C/C=C\C[C@@H]1CC(=O)N(CCO)Cc1ccccc1	?	-6%	/
CC1(C)Cc2c(sc(NC(=O)Cc3ccccc3)c2C#N)CO1	16%	22%	-2%
COc1ccc(CCNC(=O)COC(=O)c2ccc(Br)o2)cc1OC	1%	-3%	-15%
CN(C)c1ccc(NC(=O)CCSc2nc(-c3ccco3)cc(C(F)(F)F)n2)cc1	?	3%	/
O=c1cc(CN2CCN(c3ccccn3)CC2)nc2sccn12	-5%	1%	6%
CC1(C)c2ccccc2N2CC(=O)NC21/C=C/c1ccco1 (configuration not stated)	?	-6%	6%
O=C(c1ccccc1)[C@@H]1O[C@H]1c1ccc(-c2ccccc2)cc1	4.2µM*	/	6%
CN1c2ccccc2-c2nc(SCC(=O)Nc3ccccc3C(F)(F)F)ncc2S1(=O)=O	?	-13%	/
S=C1NC2=C(CCCC2=C2SCCS2)C(c2ccccc2)N1 (configuration not stated)	-16%	30%	?
O=C1CC(N(O)C2CC(=O)N(Cc3ccccc3)C2=O)C(=O)N1Cc1ccccc1 (configuration not stated)	21µM*	1%	-1%
S=C(NCc1ccccc1)NCc1ccco1	-22%	8%	-25%
COc1ccccc1P(=O)(Cc1ccccc1[N+](=O)[O-])c1ccccc1 (configuration not stated)	?	-18%	-10%
COCCCNC(=O)c1cc(-c2cccnc2)nc2ccccc12	-8%&-18%	7%&20%	-5%
CSc1ccc(/C=N/n2c(C3CCCCC3)n[nH]c2=S)cc1	?	-23%	29%
COc1cccc(C2c3c(-c4cc(Cl)c(C)cc4O)n[nH]c3C(=O)N2Cc2cccnc2)c1 (configuration not stated)	?	2%	-19%
CCN(CCCNC(=O)c1c(C)cc(=O)oc1C)c1ccccc1	?	-9%	10%
O=C(NCCN1CCCC1)c1ccc(Br)cc1	2%	10%	-22%
CCc1cccc(C)c1NC(=O)C1CCN(S(=O)(=O)c2cc(Br)cc3c2N(C(C)=O)CC3)CC1	17%	-5%	/
COCCN1Cc2cccc(C(=O)Nc3ccc(C)c(C)c3)c2C1=O	-1%	-6%	16%
COc1ccc(NC(=O)CN2CCN(CC(=O)Nc3cc(OC)cc(OC)c3)CC2)cc1	2%	4%	-23%
CCOc1ccc(-c2oc3ccc(C)cc3c(=O)c2O)cc1	?	-8%	/
CC(=O)N1CCN(C2=NC(=O)/C(=C\c3cccs3)S2)CC1	3%	0%	-14%
CCOC(=O)c1ccc(NC(=O)c2nc[nH]c2C(=O)N[C@@H](CC(C)C)C(=O)OC(C)(C)C)cc1	?	-7%	11%
CSC1=N/C(=C\c2ccccc2)C(=O)N1C	-8%	-8%	-8%
COc1ccccc1NC(=O)Cn1c(=O)n(CC(=O)NCc2ccccc2Cl)c(=O)c2sccc21	-4%	14%	/
COc1ccc(C2=C(CC(=O)O)C(=O)CC2)cc1	3%	2%	2%
CCN(C(=O)Cn1c(=O)nc(-c2ccccc2)c2cc(Cl)ccc21)c1cccc(C)c1	12%	-1%	/
CCN1C[C@@H]2[C@@H]3C(=O)N(Cc4ccccc4)C(=O)[C@@H]3[C@](CC)(C(=O)OC)N2C1=NC	18%	-9%	/
CC1CN(C(=O)CSc2cn(CC(=O)N3CCOCC3)c3ccccc23)CC(C)O1 (configuration not stated)	-4%	-9%	-18%
COc1ccc(S(=O)(=O)NC(C)C(=O)N2CCCC2)cc1Cl (configuration not stated)	0%	14%	0%
CCCc1cc(=O)[nH]c(Nc2ccc(OC)c(Cl)c2)n1	?	6%	-8%
CC(C)N1CCC(N2CCN(C3CCCCCC3)CC2CCO)CC1 (configuration not stated)	?	-4%	0%
Cc1ccc(CNC(=O)c2cc(-c3ccccc3)nn2Cc2cc(C)no2)cc1	?	-6%	7%
CCCN1C2CCCC1CC(NC(=O)C1CCCCC1)C2 (configuration not stated)	0%	10%	5%
O=C1N(c2ccccc2)C(c2ccccc2)C12CCCCC2 (configuration not stated)	?	5%	/
COc1ccc(CCN(C)Cc2cccc3ccccc23)cc1OC	?	8%	-1%

Additional structures:
SMILES	TDP1 cell CPT	FEN1 inh	N370S GC mod
CCc1ccc(CNC(=O)c2cnc3sc4cc(OC)ccc4n3c2=O)cc1	3%	21%	/
CCCn1c(CN2CCCCC2CC)nc2c1c(=O)n(C)c(=O)n2C (configuration not stated)	-22%	23%	2%
CO/N=C(\Cn1ncc(NC2CCCCC2)c(Br)c1=O)c1ccc(Cl)cc1	?	0%	12%
COc1cccc(-n2cc(CN(C)Cc3nc(Cc4ccccc4)no3)cn2)c1	-25%	3%	10%
CCOC(=O)c1c(C)c(C(=O)Nc2ccc(F)cc2)c(C)n1C	-28%	-14%	3%
CCOC(=O)c1sc2nc(CC(=O)OC)nc(N3CCN(c4ccc(OC)cc4)CC3)c2c1C	23µM*	8%	/
CC1CN(C(=O)c2ccc(C(=O)c3ccccc3)cc2)CC(C)O1 (configuration not stated)	-15%	-12%	-2%
CC(C(=O)NC(=O)NC1CCCCC1)N1CCN(C(c2ccccc2)c2ccccc2)CC1 (configuration not stated)	23µM*	1%	?
CC(=O)c1ccc2c(c1)C1C=CCC1C(c1ccc(S(=O)(=O)N3CCOCC3)cc1)N2 (configuration not stated)	-19%	1%	-3%
COc1ccc(NC(=O)C(Cc2c[nH]c3ccccc23)NC(=O)OC(C)(C)C)cc1 (configuration not stated)	?	1%	/
O=C(O)CCn1c(=S)n(CCC(=O)O)c2ccccc21	0%	-7%	1%
O=C(CCC(=O)N(c1ccc(F)cc1)C(C(=O)NC1CCCC1)c1ccncc1)Nc1cccnc1 (configuration not stated)	11%	6%	5%
CC(C)c1nc(CN(C)C(=O)N[C@H](C(=O)N[C@@H](Cc2ccccc2)C[C@H](O)[C@H](Cc2ccccc2)NC(=O)OCc2cncs2)C(C)C)cs1	17µM*!	/	-7%&-10%
Cc1cc(C(=O)CSc2nc3ccccc3[nH]2)c(C)n1Cc1ccco1	8.2µM*	-13%	?
CN(C)c1nc(SCC#N)nc(N(C)C)n1	-15%	-6%	?
COc1ccccc1CNC(=O)CN1C(=O)COc2ccc(S(=O)(=O)NC3CCCC3)cc21	1%&-9%	18%&-3%	-3%
CCC(CC)C(=O)Nc1ccc(Nc2ccccc2)cc1	?	3%	7%
CC(C)(C)c1ccc(-c2nnc(SCC(=O)c3ccc4c(c3)OCCO4)o2)cc1	?	-2%	2%
Cc1ccc(NC(=O)CCNC(=O)c2ccccc2Cl)cc1S(=O)(=O)N1CCOCC1	-8%	-14%	/
Oc1[nH]c2ccc(Br)cc2c1N=Nc1ccc(F)cc1	24%	-2%	-15%
COc1ccc(C(CC(=O)O)NC(=O)c2ccccc2)cc1OC (configuration not stated)	0%	1%	20%
COc1ccc(N(C(=O)c2snc(C(N)=O)c2N)C(C(=O)NC2CCCC2)c2ccc(OC)c(OC)c2)cc1 (configuration not stated)	-18%	6%	-5%
CCN(CC)S(=O)(=O)c1ccc(C(=O)NCc2ccc3[nH]c4c(c3c2)CCCC4)cc1	-5%	-14%	-9%
COc1ccc(C=Nc2ccc3[nH]ncc3c2)c(O)c1	-7%	9%	4%
COCCNC(=O)CN(c1cc(Cl)ccc1OC)S(C)(=O)=O	-18%	-2%	7%
Cc1ccccc1C(=O)N1CC(=O)Nc2ccc(F)cc2C1c1ccc(F)cc1 (configuration not stated)	1%	0%	-3%
CCn1cc(/C=N/N=C2\CCC3C4CCc5cc(O)ccc5C4CC[C@]23C)c(C)n1 (some centres not stated)	16µM*	5%	2%
O=[N+]([O-])c1cccc(/C=N/NS(=O)(=O)c2ccccc2)c1	-99%	-9%	5%
Cc1ccc(OCc2nnc(SCC(=O)c3ccccc3)n2Cc2ccco2)cc1	23µM*	-22%	5%[2.35 µM]
COc1cc(/C=C2\SC(=S)N(NC(=O)c3cccnc3)C2=O)ccc1O	-5%	-32%	-2%

No new results follow: an excerpt of the list.
SMILES	TDP1 cell CPT	FEN1 inh	N370S GC mod
CCOP(=O)(OCC)c1nc(-c2ccc(C)cc2)oc1N1CCOCC1	-19%	2%	/
CCc1ccccc1Nc1ncnc2c1nc1n2CCCC1	-14%	-4%	/
Cc1cc(=O)oc2cc(OCC(=O)Nc3ccc(N4CCC(C)CC4)cc3)ccc12	?	-2%	3%

The listing continues.
SMILES	TDP1 cell CPT	FEN1 inh	N370S GC mod
Cc1ccccc1N1CCN(CCC(=O)Nc2ccc(F)cc2)CC1	?	18%	2%
COC(=O)CN=Cc1c(C)[nH]n(-c2ccccc2)c1=O	-4%	5%	4%
COc1ccc(NC(=O)CCn2c(=O)c3cccn3c3cccnc32)c(OC)c1	?	14%	/
Cn1c(C(=O)N2CCN(c3ccccn3)CC2)cc2ccccc21	?	-4%	-13%
COc1cccc(C(=O)N2CCCC(CCC(=O)NCc3ccc(F)c(F)c3)C2)c1 (configuration not stated)	?	3%	2%
COc1ccc(C2C(C(=O)Nc3cccnc3)=C(C)Nc3nc(-c4cccs4)nn32)cc1 (configuration not stated)	-17%	8%	-2%
CC(=O)Nc1ccc(CN2CCCCCC2)cc1	0%	20%	-1%
CCc1ccc(NC(=O)CCS(=O)(=O)c2cccc3nsnc23)cc1	?	-2%	2%
COc1ccc(-c2ccc(Nc3ccc(S(=O)(=O)N4CCCC4)cc3)nn2)cc1OC	16µM*	-7%	-4%
COc1cccc2c(N/N=C/c3ccccc3)cc(C)nc12	-13%	-20%	?
Cc1ccc(NS(=O)(=O)c2ccc(N/N=C/c3ccccc3OCC(=O)O)c([N+](=O)[O-])c2)c(C)c1	1%	?	-2%
CC(NC(=S)NCc1ccccc1)C12CC3CC(CC(C3)C1)C2 (configuration not stated)	30%	-8%	4%
O=C(Cn1nc(Br)nc1Br)c1ccccc1	1%	0%	-4%
COc1ccc(C2c3ccc(O)cc3Oc3ncn4nc(-c5ccco5)nc4c32)cc1OC (configuration not stated)	16µM*	-12%	1%
COc1ccc(CCNC(=O)COc2ccc(S(=O)(=O)NC3CCCCC3)cc2Cl)cc1OC	23µM*	-9%	-10%

Structures listed so far with a Cl atom, in the order listed:
SMILES	TDP1 cell CPT	FEN1 inh	N370S GC mod
O=C1CCCN1CC(O)CS(=O)(=O)c1ccc(Cl)cc1 (configuration not stated)	-3%	0%	26%
CCOc1ccc(NC(=O)C(C)NC(=O)c2ccccc2Cl)cc1S(=O)(=O)N1CCCC1 (configuration not stated)	-16%	-5%	/
COc1cccc(C2c3c(-c4cc(Cl)c(C)cc4O)n[nH]c3C(=O)N2Cc2cccnc2)c1 (configuration not stated)	?	2%	-19%
COc1ccccc1NC(=O)Cn1c(=O)n(CC(=O)NCc2ccccc2Cl)c(=O)c2sccc21	-4%	14%	/
CCN(C(=O)Cn1c(=O)nc(-c2ccccc2)c2cc(Cl)ccc21)c1cccc(C)c1	12%	-1%	/
COc1ccc(S(=O)(=O)NC(C)C(=O)N2CCCC2)cc1Cl (configuration not stated)	0%	14%	0%
CCCc1cc(=O)[nH]c(Nc2ccc(OC)c(Cl)c2)n1	?	6%	-8%
CO/N=C(\Cn1ncc(NC2CCCCC2)c(Br)c1=O)c1ccc(Cl)cc1	?	0%	12%
Cc1ccc(NC(=O)CCNC(=O)c2ccccc2Cl)cc1S(=O)(=O)N1CCOCC1	-8%	-14%	/
COCCNC(=O)CN(c1cc(Cl)ccc1OC)S(C)(=O)=O	-18%	-2%	7%
COc1ccc(CCNC(=O)COc2ccc(S(=O)(=O)NC3CCCCC3)cc2Cl)cc1OC	23µM*	-9%	-10%

Source: PubChem BioAssay (National Center for Advancing Translational Sciences (NCATS))
